Bioassay records (PubChem BioAssay)
HTR5A ag ctr: HTR5A agonists in luminescence cell assay, primary screen, counter-screen for OPRM1-OPRD1 heterodimer agonist project, full-deck HTS; cell-based; activation, % at 9.3 µM; 340,000 compounds, 0.61% hits; AID 504692, 2011; in the data active means activation mostly above about 9.5%, no sharp cut-off; inactive means mostly below about 7.6%;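 further: 0% = cells with vehicle only and 100% = reference agonist; strong numbers were not always called active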
Target sequence (P47898 whole entry, looked up): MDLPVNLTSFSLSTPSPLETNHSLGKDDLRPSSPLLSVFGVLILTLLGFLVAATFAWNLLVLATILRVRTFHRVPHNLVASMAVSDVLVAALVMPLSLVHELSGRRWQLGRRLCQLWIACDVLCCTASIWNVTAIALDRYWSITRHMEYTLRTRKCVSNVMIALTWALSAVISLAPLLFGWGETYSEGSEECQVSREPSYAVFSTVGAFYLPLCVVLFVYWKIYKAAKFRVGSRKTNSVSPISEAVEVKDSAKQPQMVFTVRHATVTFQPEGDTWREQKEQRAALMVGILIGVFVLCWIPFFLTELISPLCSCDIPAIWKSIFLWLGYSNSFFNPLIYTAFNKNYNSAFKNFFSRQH
PfHsp90 set2: growth inhibition of PfHsp90-expressing yeast, primary screen, antimalarial PfHsp90 inhibitor project, S. cerevisiae, BacTiter-Glo luminescence, single point, set 2; AID 504621, 2011; 310,000 compounds, 0.32% hits; BacTiter-Glo ATP, 48 h; yeast lacking PDR1 and PDR3 efflux regulators; inhibition, % at 9.4 µM;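 active means every replicate shows inhibition above about 80%, whatever the replicate mean, limit read from the data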;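 further: 0% = DMSO neutral controls and 100% = 20 µM radicicol positive controls; yeast relying on Plasmodium falciparum Hsp90 in place of its own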
Mot1-301 SUMO: yeast Mot1-301 growth rescue at high temperature, primary screen, SUMOylation pathway inhibitor project, S. cerevisiae, ATP luminescence, 38.5C | S. cerevisiae Mot1-301 growth rescue; percent above DMSO median, 100 means doubled | 320,000 compounds, 1% hits | growth rescue, % at 18.8 µM;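 active means every valid replicate shows activation above 250% relative to neutral control wells; inactive means the rest, any valid replicate at or below 250%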;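 further: OY570 slx delta 5 strain wells were the positive control but not used for scaling; some compounds called inactive have numbers as strong as hits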
MOR-DOR ag: agonists of OPRM1-OPRD1 heterodimerization, primary screen, cell-based, luminescence. 340,000 compounds, 0.3% hits. Mu-type opioid receptor (Homo sapiens) + Delta-type opioid receptor (Homo sapiens), …. cells. activation, % at 9.3 µM; in the data active means activation above about 18%;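 further: 0% = vehicle-treated cells and 100% = reference agonist; values of inactives mirror those of a sister screen read the other way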
AddAB inh: growth inhibition of E. coli expressing H. pylori AddAB, primary screen, AddAB inhibitor project, absorbance | inhibition, % at 11.9 µM | 330,000 compounds, 0.29% hits; in the data active means inhibition above about 12%;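 further: 0% = vehicle wells of infected cells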
PKA-R1A activ: activators of PKA-R1A holoenzyme, primary screen, biochemical, fluorescence polarization, Cy5-IP20, bovine R1A, mouse PKAc. cAMP-dependent protein kinase type I-alpha regulatory subunit (Bos taurus) + …. PKA-R1A dissociation; scaled: DMSO 0%, 113 µM cGMP 100%. activation, % at 11.4 µM. 340,000 compounds, 0.083% hits;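 active means percent activation above the mean of all tested compounds plus 3 SD, cut at about 19% in these data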;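 further: higher means more PKAc released from R1A so a rise in polarization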
E coli growth: E. coli V3065 growth inhibition, primary screen, counter-screen for AddAB inhibitor project, absorbance, OD600. 18 h. inhibition, % at 11.9 µM. 330,000 compounds, 0.27% hits. AID 449728, 2010;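 active means inhibition above the campaign's mean inhibition across all tested compounds plus 3 SD, cut at about 9.9% in these data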;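 further: uninfected addAB+ strain grown without phage in ampicillin broth; 0% = DMSO wells and 100% = ciprofloxacin 0.95 µg/ml wells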
Pemphigus Ab inh: inhibitors of pemphigus antibody binding to DSG3, primary screen, biochemical, bead-based, flow cytometry, scFv-GFP. Desmoglein-3 (Homo sapiens), P32926. DSG3-coupled beads, scFv-anti-DSG3-GFP binding; stronger effect = lower value. binding (percent of control), % at 10 µM. 310,000 compounds, 0.48% hits;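 active means binding more than 3 SD below its plate's average and above zero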; further: some compounds called inactive have numbers as strong as hits
phage Ecoli inh: growth loss of phage-infected E. coli, primary screen, RecBCD inhibitor project, absorbance, with phage, HTS; 360,000 compounds, 0.26% hits; inhibition, % at 11.9 µM; in the data active means inhibition above about 11%
OPRM1-OPRD1 inv: inverse agonists of MOR-DOR heterodimerization, primary screen, cell-based, luminescence; 340,000 compounds, 0.21% hits; cell-based MOR-DOR heterodimer luminescence, inverse agonism; inhibition, % at 9.3 µM; Mu-type opioid receptor (Homo sapiens) + Delta-type opioid receptor (Homo sapiens), …; in the data active means inhibition above about 22%, passing the limit was not always enough;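 further: 0% = cells with DMSO and 100% = wells without cells with DMSO; values of inactives mirror those of a sister screen read the other way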
HTR5A inv ctr: HTR5A inverse agonists in luminescence cell assay, primary screen, counter-screen for OPRM1-OPRD1 heterodimer inverse agonist project, full-deck HTS; 340,000 compounds, 0.083% hits; HTR5A cell line, inverse agonism; inhibition, % at 9.3 µM; AID 504634, 2011; in the data active means inhibition mostly above about 23%, no sharp cut-off; inactive means mostly below about 18%;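 further: 0% = cells with DMSO and 100% = no-cell wells with DMSO; some compounds called inactive have numbers as strong as hits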
Starred values were filed as active, the others as inactive. This is a random part of the collection (roughly 3.2% active in at least one column).

`O=C(C[C@H]1C[C@H](C(=O)N2CCCCC2)[C@@]2(CCc3ccccc3)c3[nH]c4ccc(Cl)cc4c3CCN2C1=O)NCc1cccc(C(F)(F)F)c1` gave HTR5A ag ctr 2, PfHsp90 set2 -27, MOR-DOR ag -1.7, AddAB inh -0.6, PKA-R1A activ 1, E coli growth 2.1, Pemphigus Ab inh 97, phage Ecoli inh 0.2, OPRM1-OPRD1 inv 9 and HTR5A inv ctr -5.
For O=c1c2[nH]c3ccccc3c2ncn1CCN1CCOCC1 the results were HTR5A ag ctr 2, PfHsp90 set2 3, Mot1-301 SUMO 16, MOR-DOR ag -2.8, AddAB inh -0.1, PKA-R1A activ -6, E coli growth -1.3, Pemphigus Ab inh 95, phage Ecoli inh 2.1, OPRM1-OPRD1 inv 17 and HTR5A inv ctr -4.
Screening Cc1ccc(NC(=O)COc2ccc(C(=O)c3ccccc3)cc2)c(O)c1 returned HTR5A ag ctr 10, PfHsp90 set2 -19, Mot1-301 SUMO 2, MOR-DOR ag 2.2, AddAB inh 0.6, PKA-R1A activ -1, E coli growth 2.4, Pemphigus Ab inh 109, phage Ecoli inh 0.7, OPRM1-OPRD1 inv -15 and HTR5A inv ctr -4.
For O=C(Nc1ccc(C(=O)N2CCCCC2)cc1)C1CC1 the results were HTR5A ag ctr 4, PfHsp90 set2 -4, MOR-DOR ag -1.5, PKA-R1A activ -7, Pemphigus Ab inh 104, phage Ecoli inh 0.7, OPRM1-OPRD1 inv 7 and HTR5A inv ctr -14.
N#CC1=C(N)Oc2c(O)cc3ccccc3c2C1c1ccsc1 (centres undefined) was read as HTR5A ag ctr -2, PfHsp90 set2 -31, Mot1-301 SUMO 5, MOR-DOR ag 3.8, AddAB inh 0.3, PKA-R1A activ -17, E coli growth 0.5, Pemphigus Ab inh 105, phage Ecoli inh 4.4, OPRM1-OPRD1 inv -28 and HTR5A inv ctr -16.
Screening COc1ccc2c(c1)NC(C)(C)C=C2C returned HTR5A ag ctr 2, PfHsp90 set2 15, Mot1-301 SUMO -10, MOR-DOR ag 0.3, AddAB inh 1.9, PKA-R1A activ 2, E coli growth -1.1, Pemphigus Ab inh 96, phage Ecoli inh 3.5, OPRM1-OPRD1 inv -1 and HTR5A inv ctr 12.
For COc1ccc(C(=O)COC(=O)c2ccccn2)c(OC)c1 the results were HTR5A ag ctr 0, Mot1-301 SUMO 31, MOR-DOR ag -1.5, AddAB inh -1.6, PKA-R1A activ 1, E coli growth -2.8, Pemphigus Ab inh 95, phage Ecoli inh 3.4, OPRM1-OPRD1 inv 8 and HTR5A inv ctr -1.
Cc1nc2ccc(NC(=O)c3ccco3)cc2nc1C was read as HTR5A ag ctr 8, PfHsp90 set2 -3, MOR-DOR ag -1.8, AddAB inh 1.4, PKA-R1A activ -7, E coli growth 1.2, Pemphigus Ab inh 101, phage Ecoli inh 3.0, OPRM1-OPRD1 inv 9 and HTR5A inv ctr 2.
`COc1cc(NC(=O)c2ccccc2)c(OC)cc1NC(=O)Cc1ccc(C)cc1` gave HTR5A ag ctr 9.6*, PfHsp90 set2 6, Mot1-301 SUMO -25, MOR-DOR ag 3.5, AddAB inh -1.0, PKA-R1A activ -8, E coli growth -1.5, Pemphigus Ab inh 102, phage Ecoli inh 0.2, OPRM1-OPRD1 inv -16 and HTR5A inv ctr -35.
COc1cccc(C(=O)NC2CC3CCCC(C2)N3CC(=O)Nc2ccccc2)c1 (centres undefined) was read as HTR5A ag ctr 0, PfHsp90 set2 -24, Mot1-301 SUMO -11, MOR-DOR ag -0.7, AddAB inh -4.3, PKA-R1A activ -5, E coli growth -5.5, Pemphigus Ab inh 103, phage Ecoli inh -12, OPRM1-OPRD1 inv 5 and HTR5A inv ctr -5.
CC(C)CNC(=S)N1CCN(c2nc3ccccc3s2)CC1 was read as HTR5A ag ctr 0, PfHsp90 set2 22, Mot1-301 SUMO -27, MOR-DOR ag -3.0, AddAB inh -1.6, PKA-R1A activ -5, E coli growth 1.2, Pemphigus Ab inh 104, phage Ecoli inh 2.6, OPRM1-OPRD1 inv 14 and HTR5A inv ctr 0.
`CCCN=C(N)/C(C(=O)OCC)=C(\O)c1ccc(OC)cc1` gave HTR5A ag ctr 0, Mot1-301 SUMO 7, MOR-DOR ag -0.7, AddAB inh 0.9, PKA-R1A activ -8, E coli growth -2.9, Pemphigus Ab inh 103, phage Ecoli inh 2.7, OPRM1-OPRD1 inv 4 and HTR5A inv ctr -15.
`CC(=O)NNC(=S)NC(=O)C(c1ccccc1)c1ccccc1` gave HTR5A ag ctr -8, PfHsp90 set2 10, Mot1-301 SUMO -20, MOR-DOR ag -3.9, AddAB inh -5.8, PKA-R1A activ 3, E coli growth -7.5, Pemphigus Ab inh 100, phage Ecoli inh 1.1, OPRM1-OPRD1 inv 20 and HTR5A inv ctr 20.
Screening CC(C)(C)c1ccc(NC(=O)CSc2nnc(-c3n[nH]c4ccccc34)o2)cc1 returned HTR5A ag ctr 3, PfHsp90 set2 -2, Mot1-301 SUMO -9, MOR-DOR ag 5.1, AddAB inh 2.4, PKA-R1A activ -4, E coli growth -0.3, Pemphigus Ab inh 104, phage Ecoli inh 0.6, OPRM1-OPRD1 inv -27 and HTR5A inv ctr -15.
CCN(CC(=O)N1CCN(C)CC1)S(=O)(=O)c1ccc(Cl)cc1 was read as HTR5A ag ctr 0, PfHsp90 set2 4, Mot1-301 SUMO -4, MOR-DOR ag -3.0, AddAB inh 1.4, PKA-R1A activ -10, E coli growth -1.8, Pemphigus Ab inh 108, phage Ecoli inh -1.1, OPRM1-OPRD1 inv 13 and HTR5A inv ctr 20.
COC(=O)[C@@H](NC(=O)NC(C)CCc1ccccc1)C(C)C (some centres undefined) was read as HTR5A ag ctr 4, PfHsp90 set2 12, Mot1-301 SUMO 4, MOR-DOR ag -1.9, AddAB inh 3.2, PKA-R1A activ 1, E coli growth 0.9, Pemphigus Ab inh 123, phage Ecoli inh 3.0, OPRM1-OPRD1 inv 11 and HTR5A inv ctr -6.
Cc1cc2[nH]c(=O)c(=O)[nH]c2cc1S(=O)(=O)NCc1ccc(Cl)cc1 was read as HTR5A ag ctr 0, PfHsp90 set2 5, Mot1-301 SUMO 153, MOR-DOR ag -0.7, AddAB inh 5.6, PKA-R1A activ -5, E coli growth 0.7, Pemphigus Ab inh 101, OPRM1-OPRD1 inv 3 and HTR5A inv ctr 0.
Screening Cc1ccc(-c2cc(C(F)F)n3ncc(C(=O)N4CCCCC4c4cccnc4)c3n2)cc1 (centres undefined) returned HTR5A ag ctr -1, PfHsp90 set2 0, Mot1-301 SUMO 548*, MOR-DOR ag -0.5, AddAB inh 0.8, PKA-R1A activ -17, E coli growth -0.2, Pemphigus Ab inh 95, phage Ecoli inh -1.7, OPRM1-OPRD1 inv 3 and HTR5A inv ctr -25.
For Cc1ccc(N2NC(=O)/C(=C/c3ccc(-c4ccc(Cl)c(C(=O)O)c4)o3)C2=O)cc1 the results were HTR5A ag ctr -5, PfHsp90 set2 -36, Mot1-301 SUMO 11, MOR-DOR ag 0.6, AddAB inh 2.5, PKA-R1A activ -9, E coli growth -1.9, Pemphigus Ab inh 83, phage Ecoli inh 0.8, OPRM1-OPRD1 inv -4 and HTR5A inv ctr 13.
For COc1ccccc1C(=O)NC(=O)COC(=O)CN1C(=O)NC(C)(C)C1=O the results were HTR5A ag ctr 2, Mot1-301 SUMO -17, MOR-DOR ag -1.0, AddAB inh -0.3, PKA-R1A activ -4, E coli growth -1.4, Pemphigus Ab inh 103, phage Ecoli inh 1.9, OPRM1-OPRD1 inv 7 and HTR5A inv ctr 7.
For Cc1cc(C)cc(N(C(=O)c2ccccn2)C(C(=O)NC2CCCCC2)c2cccs2)c1 (centres undefined) the results were HTR5A ag ctr 3, PfHsp90 set2 -24, Mot1-301 SUMO 111, MOR-DOR ag -2.1, AddAB inh -0.3, PKA-R1A activ 4, E coli growth -2.7, Pemphigus Ab inh 124, phage Ecoli inh -0.5, OPRM1-OPRD1 inv 9 and HTR5A inv ctr 13.
For CCOc1ccc(N2C(=O)CC(N)C2=O)cc1 (centres undefined) the results were HTR5A ag ctr 10, PfHsp90 set2 -19, Mot1-301 SUMO 43, MOR-DOR ag 0.2, AddAB inh 2.9, PKA-R1A activ -11, E coli growth 0.8, Pemphigus Ab inh 96, phage Ecoli inh 3.0, OPRM1-OPRD1 inv -1 and HTR5A inv ctr 23.
Screening CC1CC1C(=O)OCC(=O)Nc1ccccc1Oc1ccccc1 (centres undefined) returned HTR5A ag ctr 0, PfHsp90 set2 5, Mot1-301 SUMO -4, MOR-DOR ag 2.4, AddAB inh 4.7, PKA-R1A activ 1, E coli growth -1.3, Pemphigus Ab inh 108, phage Ecoli inh 3.5, OPRM1-OPRD1 inv -11 and HTR5A inv ctr 3.
Screening CCc1nnc(NC(=O)c2cc([N+](=O)[O-])ccc2N2CCOCC2)s1 returned HTR5A ag ctr 2, Mot1-301 SUMO 6, MOR-DOR ag -2.2, AddAB inh 4.4, PKA-R1A activ 2, E coli growth 0.6, Pemphigus Ab inh 102, phage Ecoli inh 5.4, OPRM1-OPRD1 inv 14 and HTR5A inv ctr -5.
`CN1CCC(=O)N([C@H](CO)Cc2ccccc2)CC1` gave HTR5A ag ctr 3, PfHsp90 set2 -31, Mot1-301 SUMO 10, MOR-DOR ag -3.5, AddAB inh -1.1, PKA-R1A activ 6, E coli growth 0.4, Pemphigus Ab inh 97, phage Ecoli inh 3.9, OPRM1-OPRD1 inv 20 and HTR5A inv ctr -11.
CC(C)(Oc1ccc(Cl)cc1)C(=O)O/N=C(\N)c1ccncc1 was read as HTR5A ag ctr -1, PfHsp90 set2 1, Mot1-301 SUMO -20, MOR-DOR ag 2.1, AddAB inh 2.7, PKA-R1A activ 0, E coli growth -0.6, Pemphigus Ab inh 127, phage Ecoli inh 0.8, OPRM1-OPRD1 inv -17 and HTR5A inv ctr -18.
`Cc1ccc(C=Nc2ccccc2C(N)=O)o1` gave HTR5A ag ctr 2, PfHsp90 set2 -4, Mot1-301 SUMO -13, MOR-DOR ag -1.1, AddAB inh 6.8, PKA-R1A activ -1, E coli growth 0.3, Pemphigus Ab inh 113, phage Ecoli inh 1.3, OPRM1-OPRD1 inv 5 and HTR5A inv ctr 1.
